Yeast tox: Inhibits yeast growth, turbidity readout | S. cerevisiae wild-type growth, A595 turbidity, 16 h | growth inhibition, % at 25 µM (by protocol) | 30,000 compounds, 0.3% hits;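 active = mutant and wild-type yeast strains alike exhibit over 30% growth inhibition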;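 also: 0% = untreated cell controls and 100% = YPD media blanks without cells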
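System – wild-type and eIF2Bepsilon-R284H mutant S. cerevisiae, screened separately · Measured by – absorbance at 595 nm (turbidity) · Timing – 16 h compound exposure during growth at 30 °C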
eIF2B yeast act: modulators of yeast eIF2B activity; inhibition, % at 25 µM (by protocol); S. cerevisiae eIF2B-epsilon R284H, GCN4-lacZ luminescence; AID 688; 27,000 compounds, 0.91% hits;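 active = mutant luminescence inhibited past about 50% while wild type luminescence and mutant growth stay under set limits, limit read from the data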; also: some compounds called inactive have numbers as strong as hits
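material = yeast eIF2B-epsilon R284H mutant carrying GCN4–beta-galactosidase fusion | schedule = 16 h growth with compound at 30 °C, 90 min Beta-Glo step | measured by = luminescence and A595 | compound dosing = one concentration, 25 µM, 0.25% DMSO | read-out basis = % inhibition of reporter signal and growth versus controls | buffer or medium = YPD medium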
Yeast tox inhibition %: second read-out of Yeast tox, no call of its own (marks repeat the call); growth inhibition, %; S. cerevisiae eIF2Bepsilon-R284H mutant growth, A595 turbidity, 16 h;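 each compound tested once at 25 µM; 0% equals untreated cells and 100% equals cell-free medium blanks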
eIF2B yeast act mutant toxicity: also measured in eIF2B yeast act; calls as there; growth inhibition, %; measured here: mutant yeast growth, toxicity;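 each compound tested once at 25 µM; zero equals untreated control growth and 100 equals blank medium absorbance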
The depositor's hits bear a star; · = not tested or not shown. This is a subset; count on the stated rates, not on these rows.

The line under a structure holds: Yeast tox, Yeast tox inhibition %, eIF2B yeast act, eIF2B yeast act mutant toxicity
Cc1cc(C(=O)O)c(S(C)(=O)=O)s1
  0, 15, -26, 15
O=C(Nc1ccc(N2CCOCC2)c(Cl)c1)c1cccnc1Cl
  6, -15, 28, -15
COc1ccccc1-c1cc(C(=O)NC(C)C)no1
  -6, 8, 5, 8
O=C1CSC(c2cccnc2)N1C1CCCCC1 (stereo not drawn)
  10, 0, 13, ·
Cc1cc(C)n(C(=O)c2cc3sccc3[nH]2)n1
  4, 8, 24, 8
CCN(CC)CCOC(=O)c1c(C)oc2ccc(OC)cc12
  -5, -10, 18, -10
COC(=O)c1ccc(O)c(Sc2cc(C(=O)OC)ccc2O)c1
  ·, ·, 1, ·
CC(C)Cn1c(C(C)C)nc([N+](=O)[O-])c1Sc1ccc(Cl)cn1
  34, 7, 9, 7
c1coc(CNc2ncnc3c2oc2ccccc23)c1
  27, 20, -6, 20
COC(=O)c1c(-c2ccccc2)csc1NC(=O)c1ccco1
  9, 36, 19, 36

4 entries from above, as labelled records.
> O=C1CSC(c2cccnc2)N1C1CCCCC1 (stereo not drawn)
  Yeast tox: 10 | Yeast tox inhibition %: 0 | eIF2B yeast act: 13 | eIF2B yeast act mutant toxicity: ·
> c1coc(CNc2ncnc3c2oc2ccccc23)c1
  Yeast tox: 27 | Yeast tox inhibition %: 20 | eIF2B yeast act: -6 | eIF2B yeast act mutant toxicity: 20
> COc1ccccc1-c1cc(C(=O)NC(C)C)no1
  Yeast tox: -6 | Yeast tox inhibition %: 8 | eIF2B yeast act: 5 | eIF2B yeast act mutant toxicity: 8
> O=C(Nc1ccc(N2CCOCC2)c(Cl)c1)c1cccnc1Cl
  Yeast tox: 6 | Yeast tox inhibition %: -15 | eIF2B yeast act: 28 | eIF2B yeast act mutant toxicity: -15

Further records
The line under a structure holds: Yeast tox, Yeast tox inhibition %, eIF2B yeast act, eIF2B yeast act mutant toxicity
CSc1nncn1/N=C/c1cc(Cl)ccc1F
  -13, 0, 57, ·
CCn1cc(S(=O)(=O)CC(=O)NC2CCCCC2)c2ccccc21
  0, 4, 23, 4
CCCOc1ccc(NC(N)=O)cc1OCCC
  4, 7, 17, 7
O=C(O)CN1C(=O)SC(Nc2ccc(Cl)cc2)C1=O (stereo not drawn)
  0, -12, 24, -12
CC1CCCN(S(=O)(=O)c2ccc(NC(=O)c3cccc(-n4cnnn4)c3)cc2)C1 (stereo not drawn)
  8, 21, 13, 21
CCOC(=O)N1CCN(C(=O)C2CC(c3ccccc3OC)=NO2)CC1 (stereo not drawn)
  23, -2, 5, -2
CCN=C(NCC)SC1CC(=O)N(c2ccccc2)C1=O (stereo not drawn)
  -3, -3, 8, -3
CC(C)CN(CC(C)C)S(=O)(=O)N1CCC(C(=O)NCCN2CCOCC2)CC1
  2, 7, 3, 7
Cc1ccc(C(C)NC(=O)c2ccco2)cc1 (stereo not drawn)
  10, 4, -29, 4
N#C/C(=C(/O)CN1C(=O)c2ccccc2C1=O)c1nc2ccccc2[nH]1
  10, 20, 19, 20
CCn1c(SCC(=O)Nc2ccc3c(c2)oc2ccccc23)nnc1-c1ccc(N)cc1
  -9, -3, ·, ·
Cc1sc(/N=C/c2c(O)ccc3ccccc23)c(C#N)c1C
  8, 20, 18, 20
O=C(NCCCN1CCOCC1)C1CC(=O)N(C2CCCCC2)C1 (stereo not drawn)
  10, 13, 19, 13
CCC(=O)N1CCc2cc(S(=O)(=O)NC(Cc3ccccc3)C(=O)NC3CCCC3)ccc21 (stereo not drawn)
  -10, -20, 12, -20
Cc1occc1-c1nnc(SCC(=O)N2CCOCC2)n1CC(C)C
  -3, -4, -14, -4
O=C(COc1ccccc1Cl)N1CCN(c2ccc(F)cc2)CC1
  8, 3, 21, 3
COc1ccccc1N1CCN(CC(=O)Nc2ccc(CN3CCCCC3)cc2)CC1
  12, 6, 4, 6
Cc1ccc(N2CC(C(=O)NCCC(C)C)CC2=O)cc1 (stereo not drawn)
  -5, 5, -27, 5
O=C(CSc1ccc2c(c1)OCCO2)NC(=O)NC1CCCC1
  22, 16, 40, 16
Cc1cc(C)c(C#N)c(SCS(=O)Cc2ccc(Cl)cc2)n1 (stereo not drawn)
  -3, -26, 13, -26
COc1ccc(NC(=O)C2CCN(C(=O)c3cccs3)CC2)cc1OC
  11, 10, ·, ·
O=C(c1cccc(S(=O)(=O)N2CCOCC2)c1)N1CCCc2ccccc21
  -2, -16, 31, -16
CN(C)c1ncnc2c1ncn2C1OC(CO)C(O)C1O (stereo not drawn)
  6, 15, ·, ·
Nc1cnn(C2CCCO2)c(=O)n1 (stereo not drawn)
  2, 16, 15, 16
CCOc1ccccc1-n1c(SCC(N)=O)nc2ccccc2c1=O
  19, 11, 23, 11
CSc1nsc(SCc2cnc(C)nc2N)n1
  9, 0, 2, ·
Cc1ccc2c(C)c(C(=O)N(Cc3cccs3)C3CCS(=O)(=O)C3)oc2c1 (stereo not drawn)
  4, 12, -20, 12
Cc1cnc(NC(=O)c2cc3c(s2)CCCC3)s1
  8, 5, 17, 5
N#Cc1c(NC(=O)CSc2ncccn2)oc(-c2ccccc2)c1-c1ccccc1
  ·, ·, 3, ·
CCCC(=O)C1=C(O)C(C(=O)OC)C(C)(C)CC1=NC (stereo not drawn)
  0, -23, 21, -23

Given field by field: entries from further up
> Nc1cnn(C2CCCO2)c(=O)n1 (stereo not drawn)
  Yeast tox: 2	Yeast tox inhibition %: 16	eIF2B yeast act: 15	eIF2B yeast act mutant toxicity: 16
> CCOc1ccccc1-n1c(SCC(N)=O)nc2ccccc2c1=O
  Yeast tox: 19	Yeast tox inhibition %: 11	eIF2B yeast act: 23	eIF2B yeast act mutant toxicity: 11
> CSc1nsc(SCc2cnc(C)nc2N)n1
  Yeast tox: 9	Yeast tox inhibition %: 0	eIF2B yeast act: 2	eIF2B yeast act mutant toxicity: ·
> Cc1ccc2c(C)c(C(=O)N(Cc3cccs3)C3CCS(=O)(=O)C3)oc2c1 (stereo not drawn)
  Yeast tox: 4	Yeast tox inhibition %: 12	eIF2B yeast act: -20	eIF2B yeast act mutant toxicity: 12

The listing continues.
The line under a structure holds: Yeast tox, Yeast tox inhibition %, eIF2B yeast act, eIF2B yeast act mutant toxicity
CCCCCOc1ccc(NS(C)(=O)=O)cc1
  2, -11, 25, -11
CC(=O)C(=Nc1ccc(Cl)cc1Cl)NNc1cccc(Cl)c1
  18, 9, ·, ·
CCNc1nnc(-c2ccncc2)s1
  -14, 9, ·, ·
CCOC(=O)C1(C)NC(c2ccc(OC)cc2OC)C2C(=O)N(c3cccc(OC)c3)C(=O)C21 (stereo not drawn)
  -2, -13, 23, -13
C=CCOC(=O)C1=C(C)Nc2nnnn2C1c1cccc(OC)c1OC (stereo not drawn)
  10, 17, -22, 17
COC(=O)C1=C(C(=O)OC)SC2(S1)C(C(=O)OC)=C(C(=O)OC)SC1=C2c2cc(C)ccc2NC1(C)C
  11, 4, ·, ·
Cc1ccccc1-c1noc(-c2ccc(Cl)cc2)n1
  -14, -9, -15, -9
COc1ccc(C(=O)Nc2nc3ccccc3[nH]2)cc1S(=O)(=O)N1CCCC1
  19, 17, ·, ·
CN1C(=O)N(S(=O)(=O)c2ccc(F)c(F)c2F)C(=O)C1(C)C
  8, 0, -22, ·
O=C(OCc1ccccc1)Oc1cncc(C(=O)O)c1
  -2, -7, 0, -7
CC(C)Nc1nc(NC(C)(C)C)nc(Oc2ccc(=O)n(-c3ccccc3)n2)n1
  10, -10, 1, -10
O=C(NCc1ccccn1)c1c(Cl)cccc1Cl
  -23, -2, 45, -2
CCn1cc(CNC(=O)CCSc2nc(-c3ccco3)cc(C(F)(F)F)n2)cn1
  -6, 9, 11, 9
COc1cc(C2N(c3ccccc3)CCN2c2ccccc2)cc(OC)c1OC
  -2, 24, 16, 24
Cc1ccc(NC(=O)CCC(=O)c2cccs2)cc1
  5, 19, 17, 19
CCN1CCN(Cc2ccccc2NC(=O)Nc2ccc(C)cc2)CC1
  -3, 0, 17, ·
COc1cccc(NC(=O)c2ccccc2SC)c1
  6, 0, ·, ·
COc1ccc(N(CC(=O)Nc2ccccc2C(=O)NCc2ccco2)S(C)(=O)=O)cc1
  22, 15, ·, ·
Nc1c(-c2ccccc2)n[nH]c1-c1ccccc1
  29, 22, ·, ·
O=c1c2ccccc2[nH]c(=S)n1CCCN1CCOCC1
  14, 3, ·, ·
COc1ccc(-c2cc3ccccc3n2CC(O)Cn2nc(C)cc2C)cc1 (stereo not drawn)
  7, 0, 12, ·
COC(=O)CCN(C(C)=O)c1ccc(N)cc1
  -7, -5, 23, -5
Cc1cccc(NC(=O)CSc2nnc(-c3ccccc3)n2N)c1
  -10, -9, 18, -9
CCCc1cc(=O)oc2c(C)c(O)c(CN3CCCCC3)cc12
  9, -10, 25, -10
CCOC(=O)C1CCN(Cc2cn[nH]c2-c2ccc(C)cc2)CC1
  -7, -9, 1, -9
Cc1cc(/C=N/NC(=O)CC2(C)OCCO2)c(C)n1-c1cc(Cl)cc(Cl)c1
  15, -8, -3, -8
Cc1ccc(Cn2ccc(NC(=O)c3cc(-c4cccc(Cl)c4)on3)n2)cc1
  -19, -5, 5, -5
O=c1c2cnn(-c3ccccc3)c2ncn1Cc1ccccc1
  8, 0, 9, ·
N#Cc1nc(COc2ccc(F)cc2)oc1N1CCN(Cc2ccccc2)CC1
  -5, -20, -10, -20
COc1ccccc1C(c1nnnn1Cc1ccccc1)N1CCN(c2nc3ccccc3s2)CC1 (stereo not drawn)
  -6, -3, 38, -3
O=C(CSc1ncn[nH]1)c1ccc2c(c1)OCCO2
  -6, 3, -6, 3
O=C(COc1ccc(F)cc1)N1CCC(c2ccccc2)C1 (stereo not drawn)
  -13, -3, 15, -3
COc1ccc(-c2ccc(OC)cc2C(=O)O)cc1
  10, 4, 13, 4
COCCCNC(=O)Cn1nnc(-c2ccc(NC(=O)c3ccccc3OC)cc2)n1
  -3, 12, -20, 12
FC(F)(F)c1cnc2c(-c3ccc(Cl)cc3Cl)noc2c1
  9, 0, 19, ·
Cc1ccccc1C(=O)Nc1ccc(S(=O)(=O)N2CCN(C)CC2)cc1
  -1, 4, -16, 4
CN(c1ccc(C(=O)NCC2CCCO2)cc1)S(C)(=O)=O (stereo not drawn)
  9, 10, -14, 10
CCOC(=O)c1c(C)[nH]c(C(=O)COC(=O)C23CC4CC(CC(Cl)(C4)C2)C3)c1C
  -1, 9, ·, ·
O=C(c1ccc(F)cc1F)N(Cc1ccccn1)Cc1ccco1
  10, 7, 19, 7
COc1cc(C(=O)Nc2sc(C(=O)N3CCOCC3)c(C)c2C#N)cc(OC)c1OC
  -8, -6, 16, -6
CCOC(=O)c1cnn(-c2cc(C)nc3c(-c4ccccc4)cnn23)c1N
  3, 11, 0, 11
COc1ccc(S(=O)(=O)Nc2ccccc2OC)cc1C
  -4, 6, 25, 6
O=C(O)CCCC(=O)NCCCc1ccccc1
  14, 12, 21, 12
COc1cc(NS(=O)(=O)c2cc(C)ccc2OC)c(OC)cc1Cl
  -4, 0, -17, ·
Cc1cc2oc(C(=O)Nc3c(C)n(C)n(-c4ccccc4)c3=O)c(C)c2cc1C
  8, 7, 13, 7
OCCc1ccc(-c2ccc(Cl)cc2)o1
  7, 23, ·, ·
Cc1ccccc1OCC(=O)N(Cc1nc(-c2ccccc2)no1)C(C)C
  -6, 0, -7, ·
CCS(=O)(=O)N1CCN(C2CCC(c3ccccc3)CC2)CC1 (stereo not drawn)
  26, 21, 27, 21
